Kir21 block: inhibitors of mouse Kir2.1 inward-rectifier potassium channel; Inward rectifier potassium channel 2 (Mus musculus), P35561; B-score at 10 µM; 0.85% of 310,000 active; HEK293-Kir2.1, FluxOR thallium flux fluorescence; active compounds read low; AID 1672, 2009;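 active means fluorescence ratio B-score at or below minus 3 SD of library scores, with starting-brightness B-score within 2 SD, cut at about -4.2 in these data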;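 further: channel flux triggered by added potassium and thallium sulfate stimulus; B-score of peak minus minimum fluorescence over baseline after thallium stimulus; more negative B-score means stronger Kir2.1 block with less thallium influx; some compounds called inactive have numbers as strong as hits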
Target sequence (P35561 whole entry, looked up): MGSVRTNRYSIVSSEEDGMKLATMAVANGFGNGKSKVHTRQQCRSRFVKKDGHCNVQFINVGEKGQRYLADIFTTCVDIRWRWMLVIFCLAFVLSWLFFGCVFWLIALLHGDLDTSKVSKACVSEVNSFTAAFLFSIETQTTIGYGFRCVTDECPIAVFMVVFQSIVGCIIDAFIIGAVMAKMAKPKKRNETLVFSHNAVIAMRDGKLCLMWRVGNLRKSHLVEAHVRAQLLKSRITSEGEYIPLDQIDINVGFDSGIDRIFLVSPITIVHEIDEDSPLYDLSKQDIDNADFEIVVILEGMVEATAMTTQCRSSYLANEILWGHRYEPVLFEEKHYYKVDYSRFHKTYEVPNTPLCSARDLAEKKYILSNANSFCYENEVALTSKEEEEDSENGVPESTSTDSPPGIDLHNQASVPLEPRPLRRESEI
KCNQ2 block: KCNQ2 potassium channel inhibitors, primary screen, cell-based, CHO-K1, FluxOR thallium flux, B-score (AID 2156); 20 min; active compounds read low; B-score at 10 µM; 1.1% of 310,000 active;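 active means fluorescence ratio B-score at most minus 3 library SDs, with starting brightness B-score within 2 library SDs, cut at about -5.5 in these data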
STK33 inh: inhibitors of purified STK33 kinase, primary screen, biochemical, ADP-Glo luminescence, homogeneous, cell-free; 0.073% of 320,000 active; MBP phosphorylation; inhibition, % at 10 µM;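 active means inhibition at or above 25%, using the most active replicate where run in duplicate; inactive means inhibition below 25%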
Target sequence (Q9BYT3 whole entry, looked up): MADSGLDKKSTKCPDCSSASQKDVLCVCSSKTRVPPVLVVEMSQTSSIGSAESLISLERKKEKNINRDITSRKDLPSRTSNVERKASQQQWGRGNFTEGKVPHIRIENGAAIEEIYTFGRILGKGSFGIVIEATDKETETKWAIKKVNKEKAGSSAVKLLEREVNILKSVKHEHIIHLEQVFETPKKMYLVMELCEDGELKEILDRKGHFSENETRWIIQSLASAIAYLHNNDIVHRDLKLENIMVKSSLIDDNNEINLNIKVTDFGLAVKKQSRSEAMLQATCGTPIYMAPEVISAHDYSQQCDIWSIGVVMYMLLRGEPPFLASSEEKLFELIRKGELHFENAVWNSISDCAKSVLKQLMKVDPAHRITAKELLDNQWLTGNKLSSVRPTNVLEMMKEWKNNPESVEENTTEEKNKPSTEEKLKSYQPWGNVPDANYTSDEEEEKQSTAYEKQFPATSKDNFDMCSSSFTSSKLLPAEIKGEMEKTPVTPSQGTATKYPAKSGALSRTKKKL
An asterisk follows results filed as active; i = inactive; / = not tested or not shown. This is a random part of the collection, and some 1.9% of all compounds hit somewhere here.

#	mol	Kir21 block	KCNQ2 block	STK33 inh
1	CCOC(=O)N1CCN(C(=O)CSc2ncccn2)CC1	1.3	i	2.7
2	COc1ccc(NS(=O)(=O)c2cccc(C(=O)NNC(=O)c3ccccc3O)c2)cc1	-0.45	i	0.5
3	Cc1ccc(C(=O)NCCNC(=O)CN2CCCC2)cc1	0.08	i	-0.9
4	CSc1ccc(/C=N/NC(=O)CNc2cccc3ccccc23)cc1	0.01	i	-0.7
5	CC(C)SC1=NC(C)(C)C=C(/C=C/c2c(Cl)cccc2Cl)N1	0	i	-1.6
6	CCn1cc(Br)c(C(=O)Nc2ccc(F)c(Cl)c2)n1	-1.1	i	1.3
7	COc1ccc2nc(SCC(N)=O)[nH]c2c1	0.07	i	-1.2
8	CC(C)(C)c1ccc(S(=O)(=O)NC(Cc2ccccc2)C(=O)O)cc1 (stereo not given)	0.45	i	-1.4

A second format for some results above.
Under each structure: Kir21 block	KCNQ2 block	STK33 inh
4. CSc1ccc(/C=N/NC(=O)CNc2cccc3ccccc23)cc1
  0.01	i	-0.7
2. COc1ccc(NS(=O)(=O)c2cccc(C(=O)NNC(=O)c3ccccc3O)c2)cc1
  -0.45	i	0.5
5. CC(C)SC1=NC(C)(C)C=C(/C=C/c2c(Cl)cccc2Cl)N1
  0	i	-1.6
8. CC(C)(C)c1ccc(S(=O)(=O)NC(Cc2ccccc2)C(=O)O)cc1 (stereo not given)
  0.45	i	-1.4
6. CCn1cc(Br)c(C(=O)Nc2ccc(F)c(Cl)c2)n1
  -1.1	i	1.3

Reprinted from the results shown for reference:
#	mol	Kir21 block	KCNQ2 block	STK33 inh
1	CCOC(=O)N1CCN(C(=O)CSc2ncccn2)CC1	1.3	i	2.7
2	COc1ccc(NS(=O)(=O)c2cccc(C(=O)NNC(=O)c3ccccc3O)c2)cc1	-0.45	i	0.5

Other records.
#	mol	Kir21 block	KCNQ2 block	STK33 inh
9	COc1ccc(-n2c(COc3ccc4c(c3)OCO4)nnc2SCC(=O)O)cc1	-2	i	0.1
10	Cc1cccc(OCC(=O)NCCCNC(=O)c2cccnc2)c1	-0.98	i	-2.3
11	COc1cccc2c(=S)c(CCC(C)=O)c(C)[nH]c12	1.2	i	0.1
12	C=CCOc1ccc(/C=C/C(=O)OCC(=O)NCCc2ccccc2)cc1	0.05	i	0.2
13	COC(=O)c1ccccc1S(=O)(=O)N(CCCN1CCOCC1)Cc1cccs1	0.65	i	-1.5
14	Cc1cc(C)cc(OCCCC(=O)O)c1	-1.4	i	1.0
15	Cc1sc2nc(COC(=O)c3ccc(O)cc3)[nH]c(=O)c2c1C	0.85	i	-0.5
16	CCc1cc(CNC(=O)c2ccc(OC3CCN(C(C)=O)CC3)c(OC)c2)on1	0.02	i	-0.7
17	COCCOC(=O)c1c(N)n(CCCN2CCOCC2)c2nc3ccccc3nc12	-0.67	i	-1.5
18	CCCCN(C(=O)CC1CCCC1)c1c(N)n(CC(C)C)c(=O)[nH]c1=O	-1	i	-1.4
19	COc1cc(/C=C2\CCn3c2nc2cc(C(=O)O)ccc2c3=O)ccc1OC(F)F	-1.6	i	-0.5
20	CN(C)c1ccc(C(=S)N2CCOCC2)cc1Br	0.03	i	0.3
21	Cc1ccc(N(C)S(=O)(=O)c2ccc(-c3cc(C)no3)s2)cc1	-1.1	-6.5*	-1.3
22	Cc1cc(C)cc(NS(=O)(=O)c2ccc(NC(=O)C3CCCCC3C(=O)O)cc2)c1 (stereo not given)	0.02	i	-2.9
23	Cc1ccc(C)c(N2CCN(C(=O)CCS(=O)(=O)c3ccc4c(c3)oc(=O)n4C)CC2)c1	0.85	i	0.9
24	CCC(=O)NCCc1nc(-c2ccccc2)no1	-0.22	i	-0.2
25	CSc1c(-c2ccccc2)nc2ccc(Cl)cc2c1C(=O)O	-2.1	i	0.7
26	O=C(Nc1nc2ccccc2[nH]1)C1CC(=O)N(c2ccc3c(c2)OCCO3)C1 (stereo not given)	-0.21	i	3.3
27	COC(=O)C1CCN(C(=O)CN2C(=O)c3ccccc3S2(=O)=O)CC1	0.76	i	-1.7
28	Cc1cc2nc(-c3ccc(=O)[nH]c3)n(Cc3ccccc3)c2cc1C	-1.1	i	1.5
29	Cc1nc2ccc(C(=O)O)cc2c2c1CC(CN)O2 (stereo not given)	0.58	i	-1.4
30	Cc1ccnc2nc(C(=O)N3CCN(c4ccc(F)cc4)CC3)nn12	-1.4	i	-1.5
31	Cc1snc2sc(C(=O)c3ccc(Br)cc3)c(N)c12	2.1	i	-1.1
32	COC(=O)c1c[nH]c(=O)c2ccccc12	-0.31	i	-0.7
33	Cc1nc(-c2cccc(NC(=O)COc3ccc(Cl)cc3)c2)cs1	-0.12	i	-0.8
34	O=C(/C=C/c1cccc([N+](=O)[O-])c1)OCC(=O)c1ccccc1	-0.03	i	-1.8
35	O=C(NCc1ccc(-c2nc3ccccc3s2)cc1)c1ccc(Br)o1	0.88	i	-1.2
36	Cc1ccc(Cl)cc1NC(=O)C1COc2ccccc2O1 (stereo not given)	-0.71	i	-1.1
37	C#CCOc1c(Cl)cc(/C=C2/C(=O)ON=C2C)cc1OC	0	i	-0.8
38	COc1ccc(OCC(=O)N/N=C/c2cccc3cccnc23)cc1	2.1	i	0.2
39	C/C(=N\NC(=O)C1CC1)c1cccs1	-0.07	i	-1.2
40	CCn1ccnc1CNC(=O)C1CCC(=O)N(Cc2cccc(C(F)(F)F)c2)C1 (stereo not given)	-2.2	i	0.6
41	O=C1CC(c2ccccc2Cl)CC(O)=C1C=NCCCO (stereo not given)	1.4	i	0.4
42	COc1ccc(CCN(Cc2cccs2)S(=O)(=O)c2ccc(-n3cnnn3)c(OC)c2)cc1OC	1.5	i	-0.3
43	O=C(N/N=C/c1cc2ccccc2nc1Cl)[C@H]1C[C@@H]1c1ccccc1	0.52	i	-1.2
44	CC(CCc1ccccc1)NC(=O)CCNS(=O)(=O)c1ccccc1 (stereo not given)	-2.9	i	-0.9
45	CCOC(=O)N1CCN(S(=O)(=O)c2ccc(OC)c(OC)c2)CC1	-0.43	i	-0.4
46	Cc1cc(C(=O)O)sc1C	1.5	i	-0.4
47	NS(=O)(=O)c1ccc2nc(NC(=O)Nc3ccc(F)cc3)sc2c1	0.01	i	-1.6
48	COc1ccc(C(=O)c2ccc3oc(-c4ccc(OC)cc4)c(C#CCCO)c3c2)cc1	-1.5	i	1.5
49	CC(NC(=O)c1cccs1)c1nnc(SCc2ccc(Cl)cc2Cl)n1C (stereo not given)	0	i	-1.3
50	CC(C)(C)c1ccc(OCCNC(=O)c2ncn[nH]2)cc1	-0.3	i	-1.0
51	COc1ccc(C2c3c(-c4ccccc4O)n[nH]c3C(=O)N2Cc2ccco2)cc1 (stereo not given)	-0.07	i	0.0
52	COc1ccc(C(C)C)cc1S(=O)(=O)N1CCC(C(=O)N2CCN(C)CC2)CC1	-0.21	i	-0.3
53	O=C(C1CCN(S(=O)(=O)c2ccccc2)CC1)N1CCN(c2ccccc2)CC1	0.03	i	0.6
54	COc1ccc(S(=O)(=O)N2CCN(C(=O)c3cccs3)CC2)cc1OC	-0.61	i	-0.4
55	CC(C)Sc1ccc([N+](=O)[O-])cc1C(=O)Nc1ccncc1	0.89	i	0.7
56	O=C(NCc1ccccn1)c1ccc2c(c1)N(Cc1ccccc1)CCS2	0.64	i	-0.2
57	COc1ccc(OC(=O)COc2ccccc2C)cc1	-0.62	i	-1.1
58	O=C(CCc1nnc(Cc2ccc3c(c2)OCO3)o1)NCCc1ccccc1Cl	-1.6	i	1.3
59	Cc1ccccc1N1C(=O)c2cccc3cccc(c23)C1=O	-0.94	i	-0.8
60	COCCNC(=S)N/N=C(\C)c1ccccc1OC	-0.04	i	-1.9
61	Cn1c(=O)[nH]c(=O)c2c1nc(N1CCOCC1)n2CC(O)COc1ccc2ccccc2c1 (stereo not given)	1.5	i	-0.1
62	c1nnnn1C12CC3CC(CC(C3)C1)C2	0.57	i	1.1
63	CCOc1ccccc1NC(=O)Nc1cccc(C(C)=O)c1	1.5	i	-1.1
64	CCCCn1c(=O)[nH]c(=O)c2c1nc(-c1ccc(CC)c([N+](=O)[O-])c1)n2C	-0.27	i	-0.9

(continued)
#	mol	Kir21 block	KCNQ2 block	STK33 inh
65	Clc1ccc(Nc2nc(NCCN3CCOCC3)nc(N3CCOCC3)n2)cc1	-1.5	i	0.1
66	CN1CCN(NC(=O)/C=C/c2cccc([N+](=O)[O-])c2)CC1	0.02	i	-1.2
67	CCOC(=O)c1cnc2oc3ccccc3n2c1=O	-0.35	i	9.0
68	Cc1cc(C)nc(-n2ncc3c2CC(C)CC3=O)n1 (stereo not given)	-0.01	i	-1.0
69	Cc1cc(=O)[nH]c(=S)[nH]1	-0.05	i	-1.0
70	Cc1cc2c(cc1S(=O)(=O)Nc1cccc(C)c1C)n(C)c(=O)c(=O)n2C	-1.1	i	5.1
71	CC(C)C(NC(=O)c1ccc(Br)cc1)C(=O)NC1=NCCS1 (stereo not given)	-0.17	i	-0.4
72	CC1CCN(c2nc3c(c(=O)[nH]c(=O)n3C)n2Cc2ccccc2Cl)CC1	-1.6	i	/
73	COc1cccc(OCc2nn[nH]n2)c1	-1.4	i	-0.2
74	COC(=O)c1ccc(C)c(NC(=O)c2ccc(CN3CCc4ccccc4C3)cc2)c1	-0.79	i	0.9
75	Oc1[nH]c2ccccc2c1OCc1ccncc1	0.01	i	-1.1
76	COc1ccc(Cl)cc1N(CC(=O)NC1CC2CCC1C2)S(=O)(=O)c1ccccc1 (stereo not given)	-2.8	i	-0.5
77	COc1cccc2cc(C(C)N(CCCN3CCOCC3)C(=S)Nc3ccc(C)cc3)oc12 (stereo not given)	0.38	i	-0.7
78	Cc1ccc(S(=O)(=O)Nc2c(C)ccc3nsnc23)cc1	0.03	i	-0.2
79	CCn1c(CCCNC(=O)c2cccs2)nc2ccccc21	-0.41	i	-1.2
80	COC(=O)C1=C(C)N(CCCC(=O)O)C(=O)NC1c1cccc(OC)c1 (stereo not given)	1.1	i	-1.1
81	Cc1cccc(Nc2nnc(SCC(=O)Nc3ncc(C(F)(F)F)cc3Cl)s2)c1C	1.1	i	-1.3
82	O=C1CCn2nc(-c3ccc(Cl)cc3)cc2N1	-2	i	-2.0
83	COc1ccc(/C=N/n2c(COc3ccccc3)n[nH]c2=S)cc1OC	1.9	i	-0.7
84	CC(=O)c1ccc(C(=O)N2CCCC(Nc3ccccc3)C2)s1 (stereo not given)	-0.09	i	1.2
85	CC(=O)Cc1nsc(NC(=O)c2cccs2)n1	-0.05	i	-0.4
86	O=C(O)c1c(F)c(F)cc2ccccc12	1.8	i	-1.2
87	N#Cc1ccc(OCC(=O)Nc2cc(S(=O)(=O)N3CCOCC3)ccc2N2CCOCC2)cc1	-0.28	i	-0.2
88	COc1ccc(N(C(=O)c2ccncc2)S(=O)(=O)c2ccccc2)cc1	-1	i	-0.1
89	CCCCCCc1cc2cc(-c3nnc(-c4ccccc4OC)o3)c(=O)oc2cc1O	-3.1	i	-0.6
90	CCn1c(COc2ccc3c(c2)CCCC3)nnc1SCC(=O)Nc1nccs1	0.43	i	-0.2
91	Cc1ccc(SCC(=O)N(C)CC(=O)Nc2cccc(F)c2)c(C)c1	-1.9	i	-1.2
92	Nc1nc(-c2ccc(Br)s2)c(Br)s1	2	i	-0.8
93	CCOc1c2ccc(C(=O)NCc3cc(C(F)(F)F)cc(C(F)(F)F)c3)cc2nn1C	2.5	i	0.0
94	ClC1(Cl)CC1CSc1nc2ccccc2[nH]1 (stereo not given)	1.2	i	-3.3
95	CCOC(=O)N1CCN(C(=O)COC(=O)CSc2cc(C)c(Br)cc2C)CC1	-1.3	i	-1.6
96	Cc1csc(C2=C(O)CN(CCc3ccccc3)C2=N)n1	-0.08	i	-0.4
97	Cc1ccc(C(=O)Oc2ccc3c(c2)ncn3C)cc1	1.1	i	-1.1
98	COCCN(CC1CCCN(C2Cc3ccccc3C2)C1)C(=O)c1cccs1 (stereo not given)	1.3	i	-0.5
99	O=C(NN1C(=O)C2C3C=CC(C3)[C@H]2C1=O)c1cccnc1 (stereo not given in full)	1.2	i	-1.4
100	Cc1nc2nc(CCNS(=O)(=O)c3ccc(Cl)cc3)cn2nc1C	1.6	i	-1.4
101	CCc1c(O)nc(SCC(=O)NC(C)(C)C)n(-c2ccccc2)c1=O	1.7	i	0.1
102	CC(C)N(C(=O)CSc1nn2c(=O)c(C(C)(C)C)nnc2s1)c1ccccc1	0.55	i	0.4
103	Cc1nnc(SCc2nnc(-c3ccccc3Br)o2)s1	-1.9	i	0.5
104	Cn1c(C(=O)N2CCN(Cc3ccccc3)CC2)cc2c(=O)n(C)c3ccccc3c21	-1.4	i	1.5
105	Cc1nn(C)c(Oc2ccc(Cl)cc2)c1C=O	0.66	i	-2.4
106	COc1ccc(NC(=S)N2CCN(C(c3ccccc3)c3ccccc3)CC2)c(OC)c1	-0.57	i	-0.2
107	CCNC(=O)COc1cc(C)c(Br)c(C)c1	-1.7	i	0.0
108	CCOc1ccc(N2CC(C(=O)Nc3cccc(S(=O)(=O)N4CCCCC4)c3)CC2=O)cc1 (stereo not given)	-0.34	i	-0.7
109	COc1ccc(-n2c(C(C)(C)C)csc2=Nc2c(C)n(C)n(-c3ccccc3)c2=O)cc1	0.05	i	-1.3
110	Cc1ccc2c(c1)c1nnc(SCC(=O)Nc3cccc(Cl)c3C)nc1n2CC(=O)O	0.65	i	-0.5
111	CCC(=O)N(Cc1cc2c(C)cc(C)cc2[nH]c1=O)C1CCCCC1	-0.31	i	-1.0
